Assay outcomes (PubChem BioAssay)
GLD-1 RNA inh = GLD-1-TGE RNA interaction inhibition (C. elegans); Q17339; purified GLD-1 + fluorescein TGE RNA, fluorescence polarization; inhibition, % at 5.96 µM; 0.44% of 320,000 active; AID 2280;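 active means percent inhibition above a per-plate cutoff, the plate mean of test compounds plus 3 SD, cut at about 30% in these data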;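 further: 0% = DMSO wells with GLD-1 and probe and 100% = wells lacking GLD-1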
Target sequence (Q17339 whole entry, looked up): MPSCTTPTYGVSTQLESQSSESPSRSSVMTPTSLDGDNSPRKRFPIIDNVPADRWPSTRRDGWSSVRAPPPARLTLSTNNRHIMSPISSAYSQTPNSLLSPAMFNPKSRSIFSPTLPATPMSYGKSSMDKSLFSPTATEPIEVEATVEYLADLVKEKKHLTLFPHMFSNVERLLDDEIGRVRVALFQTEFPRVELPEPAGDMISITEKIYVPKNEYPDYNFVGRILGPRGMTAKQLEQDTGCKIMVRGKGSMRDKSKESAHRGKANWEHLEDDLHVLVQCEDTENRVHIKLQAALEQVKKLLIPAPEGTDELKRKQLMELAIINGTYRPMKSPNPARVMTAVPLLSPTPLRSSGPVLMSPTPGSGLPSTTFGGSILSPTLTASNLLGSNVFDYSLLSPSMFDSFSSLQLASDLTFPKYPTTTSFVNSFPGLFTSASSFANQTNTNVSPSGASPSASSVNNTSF
Efflux pump inh = blocks antifungal efflux pumps in multiplex yeast assay; S. cerevisiae Candida pump triplex, Nile Red efflux; inhibition, % at 10 µM; 0.44% of 330,000 active;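 active means plate passing quality check with inhibition over a set limit, or well fluorescence over plate mean plus 4 SD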;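 further: Nile Red retained in pooled yeast measured as flow cytometry median fluorescence; 0% = buffer negative control and 100% = Enniatin B positive control; higher means more Nile Red kept so more efflux inhibition; some compounds called inactive have numbers as strong as hits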
CR mimetic SO = caloric restriction mimetics inhibiting age-related superoxide in yeast. 0.18% of 330,000 active. AID 2690. superoxide response (% of plate mean), % at 10 µM. S. cerevisiae aged cells, superoxide DHE fluorescence; active compounds read low;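 active means superoxide response under a set limit, about three screen SD below normal, cut at about 65% in these data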;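 further: yeast aged for seven days with compound at 30 °C before DHE staining; 100% = average MFI of all compound-treated wells on the plate with controls excluded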
* hit, by the source's call. A portion of the library. The share of hits here may be higher or lower than overall.

SMILES	GLD-1 RNA inh	Efflux pump inh	CR mimetic SO
C[C@H](CO)N1C[C@H](C)[C@@H](CN(C)CC2CCCCC2)Oc2c(NS(=O)(=O)c3ccc(F)cc3)cccc2C1=O	5	-0.4	105
O=C(NCC(=O)N1CCN(Cc2ccccc2)CC1)c1cccs1	-2	-0.1	118
Cc1nc(Cc2nnc(SCC(=O)N3CC(=O)Nc4ccccc43)o2)cs1	-2	0.0	97
COc1cc(CCCN2CCNC[C@H]2Cc2cccc3ccccc23)cc(OC)c1OC	4	-0.1	96
O=C(O)c1cc(S(=O)(=O)N2CCCCC2)ccc1N1CCCC1	3	-0.1	113
CSCCC(NC(=O)c1ccco1)C(=O)NCCc1ccc(Cl)cc1 (stereo not drawn)	4	0.0	85
CCOC(=O)c1cc(-c2ccccc2C)nn1CC1CC(c2cccnc2)=NO1 (stereo not drawn)	1	0.1	118
COc1ccc(NC(=O)CON=CC(=O)Nc2ccc(C)cc2)c(OC)c1	5	-0.3	111
CC(C)NC(=O)Nc1ccc2c(c1)C(=O)N([C@H](C)CO)C[C@H](C)[C@@H](CN(C)S(=O)(=O)c1cn(C)cn1)O2	-1	0.0	94
Cc1c(CCOC(=O)c2ccc(Cl)cc2Cl)sc[n+]1CC(=O)c1ccc(Br)cc1	4	-0.3	105
CCCc1cc(=O)[nH]c(SCC(=O)Nc2ccc(S(=O)(=O)N3CCCC3)cc2)n1	6	-0.1	98
O=C(NCC(c1ccco1)N1CCCC1)c1sc2cc(F)ccc2c1Cl (stereo not drawn)	-2	0.1	90
O=C(Cc1cccc([N+](=O)[O-])c1)Nc1cccc(C(=O)N2CCCC2)c1	8	-0.4	105
Cc1noc(C)c1NC(=O)N(C)C[C@H]1Oc2ccc(NC(=O)Nc3ccccc3)cc2C(=O)N([C@H](C)CO)C[C@@H]1C	4	0.0	101
O=C(CN1C(=O)NC2(CCOc3ccccc32)C1=O)NCc1ccccc1 (stereo not drawn)	0	0.1	101
CC1CCCN(C(=O)COC(=O)Cn2cnc3ccccc32)C1 (stereo not drawn)	4	0.1	114
O=C(COC(=O)c1cc(=O)[nH]c2ccccc12)Nc1ccc(F)cc1F	1	0.0	85
COC(=O)Cc1csc(NC(=O)CSc2nncn2C)n1	3	-0.2	112
CCCCCCSc1ccc([C@@H]2[C@@H]3C(=O)N(CC)C(=O)[C@@H]3[C@]3(C(=O)OC)CCCCN23)cc1	8	-0.1	104
CC1CN(C(=O)CSc2nnc(C3CCCCC3)n2N)CC(C)O1 (stereo not drawn)	0	-0.1	100
O=C(CNC(=O)c1ccco1)NCc1ccc2c(c1)OCO2	0	0.0	91
Cc1ccnc2nc(C(=O)OCC(=O)N(Cc3ccccc3)C(C)(C)C)nn12	-1	-0.3	82
O=C(COc1cccc(C(F)(F)F)c1)NNC(=O)c1ccc(=O)[nH]c1	4	0.0	105
CCN(C[C@H]1N[C@@](CC)(C(=O)OC)[C@H]2C(=O)N(C)C(=O)[C@@H]12)C(=O)c1ccccc1	-9	0.1	134
C=CCN(c1ccccc1)S(=O)(=O)c1cccc(C(=O)NCc2ccco2)c1	1	-0.3	94
CC1CCCC(C)N1C(=O)COC(=O)c1cccs1 (stereo not drawn)	3	-0.1	78
Cc1ccc(S(=O)(=O)Nc2cccc3c2O[C@@H](CN(C)C(=O)Nc2ccc4c(c2)OCO4)[C@H](C)CN([C@@H](C)CO)C3=O)cc1	3	0.2	111
COc1ccc(N(CC(=O)NC2CCS(=O)(=O)C2)S(=O)(=O)c2cc(C)ccc2C)cc1 (stereo not drawn)	-1	0.0	108
NC(=O)C1CCN(C(=O)CNC(=O)c2ccc(F)cc2)CC1	0	0.2	96
CCCN(CC(=O)Nc1cc(Cl)ccc1Cl)C(=O)/C=C/c1cc(OC)ccc1OC	2	-0.1	94
Cn1c(N)c(C(=O)COC(=O)Cc2ccccc2F)c(=O)n(C)c1=O	3	-0.1	89
CC(C(=O)N1CCCC1)N1CCN(S(=O)(=O)c2ccccc2)CC1 (stereo not drawn)	7	-0.2	96
CSc1ncccc1C(=O)OCC(=O)Nc1ccc(C)c(S(=O)(=O)N2CCOCC2)c1	-1	-0.1	97
CC(C)NC(=O)N(C)C[C@H]1Oc2c(NC(=O)Nc3ccc(C(F)(F)F)cc3)cccc2C(=O)N([C@H](C)CO)C[C@@H]1C	3	0.0	103
C[C@H](CO)N1C[C@H](C)[C@@H](CN(C)C(=O)Nc2ccc3c(c2)OCO3)Oc2c(NC(=O)Nc3ccc4c(c3)OCO4)cccc2C1=O	3	0.1	105
C=CC[C@H](CC(=O)N(CCO)Cc1ccccc1)C(=O)N[C@H](COC(=O)[C@@H](CC=C)Cc1ccc(F)cc1)Cc1ccccc1	5	0.1	89
C[C@H](CO)N1C[C@H](C)[C@@H](CN(C)S(C)(=O)=O)Oc2ccc(NC(=O)C3CCCCC3)cc2C1=O	-2	-0.2	89
CCNc1nc(NCC)n2c(SCC(=O)Nc3ccc(C)cc3Br)nnc2n1	5	0.2	114
CN(C)CCN[C@H]1CCC2C3CC=C4C[C@@H](O)CC[C@]4(C)C3CC[C@@]21C (stereo partly drawn)	1	0.4	81
CCOc1ncccc1C(=O)OCC(=O)NCCCc1ccccc1	-4	0.1	79
O=C(Cc1cccc([N+](=O)[O-])c1)Nc1ccc(C(=O)N2CCOCC2)cc1	3	-0.1	95
COc1ccc(C(CNC(=O)c2cccc(S(=O)(=O)N3CCOCC3)c2)N2CCOCC2)cc1 (stereo not drawn)	5	-0.2	77
CCCCCOc1ccc(C(=O)CCC(=O)NC(C)c2ccc(S(N)(=O)=O)cc2)cc1 (stereo not drawn)	1	0.1	113
O=C(c1ccc(Br)o1)N1CC=C(c2ccccc2)CC1	-1	0.2	98
CC(C)N(C(=S)Nc1ccc(S(=O)(=O)N2CCOCC2)cc1)c1ccccc1	5	-0.2	96
CC1CCCC(NC(=O)Cn2cc(Br)ccc2=O)C1C (stereo not drawn)	4	-0.1	80
Cc1cc(C)cc(C(=O)OCC(=O)NCc2ccco2)c1	-4	0.1	99
O=C(COC(=O)Cc1ccc(S(=O)(=O)N2CCOCC2)s1)Nc1ccccc1	3	-0.1	87
Cc1ccc(CN(C)C(=O)c2cccc(S(=O)(=O)N3CCCC3)c2)o1	0	0.0	77
COc1ccc(CN(C)C(=O)Cn2cnc3c(OCc4ccccc4)ncnc32)cc1OC	1	0.0	98
CCOC(=O)Nc1ccc(N2CCOCC2)c(S(=O)(=O)Nc2ccc(Cl)cc2)c1	1	0.2	98
CCOc1ccc(NC(=O)COC(=O)CN2CCCCCC2=O)cc1	0	0.1	77
Cc1[nH]c2ccccc2c1C(=O)COC(=O)c1ccccc1O	4	-0.1	94
CCOC(=O)[C@H]1[C@H]2COc3cc(OC)ccc3[C@@H]2N2C(=O)CN(C)C(=O)[C@@]12C	0	-0.2	98
CCOC(=O)C1CCCN(C(=O)COC(=O)c2cccs2)C1 (stereo not drawn)	2	-0.1	96
CC(C)COc1ccc(C(=O)NNC(=O)CCC(=O)c2cccs2)cc1	6	0.1	94
C=CC[C@H](CC(=O)N(CCO)Cc1ccccc1)C(=O)N[C@H](COC(=O)[C@@H](CC=C)Cc1ccc(F)cc1)Cc1c[nH]c2ccccc12	7	0.5	115
O=C(CNC(=O)c1ccco1)NNC(=O)c1cccc(Cl)c1	0	0.0	77
CON(C)S(=O)(=O)c1cccc(C(=O)N(CC(=O)Nc2ccccc2C(F)(F)F)Cc2ccco2)c1	2	0.2	99
C[C@H](NC(=O)c1ccco1)C(=O)Nc1cc(S(=O)(=O)N2CCCC2)ccc1OCC(F)(F)F	1	0.1	95

Next section:
SMILES	GLD-1 RNA inh	Efflux pump inh	CR mimetic SO
Cc1ccc(S(=O)(=O)NCCC(=O)N2CCN(c3ccccc3)CC2)cc1C	7	-0.2	90
CCn1c(CCC(=O)O)nc2cc(S(=O)(=O)N3CCOCC3)ccc21	4	-0.1	105
Cc1ccc(NC(=O)COC(=O)CCC2CCCC2)cc1S(=O)(=O)N1CCOCC1	7	0.0	91
c1ccc(-c2cc3ccccc3cn2)cc1	8	-0.2	126
NC(=O)C1CCN(c2nc(-c3cccs3)cs2)CC1	2	0.0	122
O=C(CN1C(=O)C(=O)N(Cc2ccco2)C1=O)Nc1ccccc1	1	0.0	101
O=C(CN1C(=O)NC(Cc2c[nH]c3ccccc23)C1=O)Nc1ccc(F)cc1F (stereo not drawn)	1	-0.1	107
Cc1ccc(Cl)c(NC(=O)COC(=O)c2cc[n+]([O-])cc2)c1Cl	-10	-0.3	118
O=C(CN1CCN(c2ccccc2F)CC1)NC(=O)NC1CCCCC1	0	0.2	125
CC1(C)CC[C@]2(C(=O)O[C@@H]3O[C@H](CO)[C@@H](O)[C@H](O)[C@H]3O)CC[C@]3(C)C(=CCC4[C@@]5(C)CC[C@H](O[C@@H]6O[C@H](C(=O)O)[C@@H](O[C@H]7OC[C@@H](O)[C@@H](O)[C@@H]7O)[C@H](O)[C@H]6O)C(C)(C)C5CC[C@]43C)[C@@H]2C1 (stereo partly drawn)	3	0.2	100
CC(C)(C)[C@H]1COC(=O)[C@@H](Cc2ccc(F)cc2)CC/C=C/C[C@@H](CC(=O)N[C@@H](CO)Cc2ccccc2)C(=O)N1	4	-0.1	103
O=C(COC(=O)Cn1nnc(-c2ccccc2)n1)Nc1ccccc1Br	6	0.0	110
O=C(NN=Cc1ccccc1OC(F)F)c1cccc(S(=O)(=O)N2CCCC2)c1	3	-0.2	97
Cc1noc(C)c1NC(=O)Nc1ccc2c(c1)C(=O)N([C@H](C)CO)C[C@H](C)[C@@H](CN(C)S(=O)(=O)c1cccs1)O2	3	0.5	126
CCCCn1nc(C(=O)N(C)CC(=O)Nc2ccc(F)c(F)c2F)ccc1=O	1	-0.2	92
COc1ccc(C2=CN(Cc3ccccc3)C(c3ccccc3)CC2=O)cc1 (stereo not drawn)	-5	-0.1	88
COc1ccc(CCNC(=O)COC(=O)c2cncc(Br)c2)cc1OC	0	-0.2	99
CN(C)S(=O)(=O)c1ccc(Cl)c(NC(=O)COC(=O)CCC2CCCCC2)c1	-3	0.4	102
COc1ccc(S(=O)(=O)N(C)C[C@H]2Oc3ccc(NC(=O)c4ccncc4)cc3C(=O)N([C@H](C)CO)C[C@@H]2C)cc1	3	-0.4	118
CCn1c(C)nc2cc(C(=O)NNC(=O)CN(C)S(=O)(=O)c3ccc(NC(C)=O)cc3)ccc21	4	0.0	100
CN(C)CCCNc1cc(O)c2ncccc2c1	33*	-0.1	141
COc1cc(Cl)c(C)cc1NC(=O)CN(C)C1CCS(=O)(=O)C1 (stereo not drawn)	0	-0.1	87
CC(NC(=O)C1=CC=CN2CCS(=O)(=O)N=C12)c1ccc(Cl)c(Cl)c1 (stereo not drawn)	-1	-0.4	95
COC(=O)[C@]1(CC(C)C)N[C@H](c2ccc(-c3ccc(C(C)=O)cc3)cc2)[C@@H]2C(=O)N(C)C(=O)[C@@H]21	3	0.1	111
C[C@@H]1CN([C@H](C)CO)C(=O)c2cc(NC(=O)c3ccncc3)ccc2O[C@@H]1CN(C)C(=O)Nc1ccccc1	8	0.2	133
Cc1ccc(S(=O)(=O)N(C)CC(=O)OCC(=O)c2ccc3c(c2)NC(=O)CO3)cc1	-1	-0.1	74
Cc1noc(C)c1NC(=O)N(C)C[C@@H]1Oc2c(NC(=O)c3ccncc3)cccc2C(=O)N([C@H](C)CO)C[C@@H]1C	1	-0.5	123
CC(=O)C[C@@H](O)CC(=O)[C@@H]1OC(=O)[C@@H](C)C/C=C\Cc2ccccc21	2	-0.1	111
C[C@@H]1CN([C@H](C)CO)C(=O)Cc2cc(NS(=O)(=O)c3ccc(F)cc3)ccc2O[C@H]1CN(C)Cc1ccc(C(=O)O)cc1	9	-0.4	105
Cc1cc(Br)c(NC(=O)COC(=O)c2ccc[n+]([O-])c2)c(Br)c1	1	0.0	114
C[C@H](OC(=O)c1[nH]cnc1C(=O)N1CCN(C(=O)OC(C)(C)C)CC1)c1ccccc1	1	-0.2	101
C=CC[C@@H](CC(=O)N[C@H](CO)Cc1ccccc1)C(=O)NC[C@@H](OC(=O)[C@@H](CC=C)Cc1ccc(F)cc1)c1ccccc1	4	0.6	126
